# MrgX1 allo act: allosterically activates human MrgX1 receptor signaling; Q96LB2; MrgX1-HEK293, Fluo-4 calcium flux, FDSS; active compounds read high; B-score at 10 µM; 310,000 tested, 0.63% active;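 active means plate-corrected calcium response at least 3 library SD above typical, normal starting fluorescence, not activating the receptor alone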;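 further: compound read alongside a low EC10 to EC30 dose of BAM8-22 agonist; peak minus trough fluorescence over baseline measured at the second addition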
# HIF activator: HIF pathway transcriptional activation; U2OS HRE-luciferase reporter, luminescence; normalized: DMSO 0%, desferrioxamine 100%; activation, % at 7.5 µM (by protocol); 300,000 tested, 0.32% active;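 active means mean activation of at least 10% of the iron chelator positive control signal, with at least half of replicates also reaching 10%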
# RGS4 inh: human RGS4 inhibition. P49798. HEK293 M3R/RGS4 inducible, Fluo-4 calcium flux; active compounds read high; triggered by carbachol at its EC20. B-score at 10 µM. 310,000 tested, 0.45% active. AID 463165;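 active means B-score, a plate-corrected calcium signal, over three deviations above library mean, with baseline fluorescence within five deviations of library mean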;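 further: RGS4 expression induced by doxycycline in cells with stable M3 receptor; B-score is computed from the integrated fluorescence ratio over baseline after carbachol; higher B-score means a larger calcium signal and so more RGS4 inhibition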
# MrgX1 antag: human MrgX1 receptor antagonism, primary screen | 310,000 tested, 1.3% active | MRGX1-HEK293 calcium flux, Fluo-4, BAM8-22 antagonism; active compounds read low | Q96LB2 | B-score at 10 µM;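 active means calcium-response B-score plate-corrected more than 3 library SD below zero, starting fluorescence within 5 deviations, no agonist response on first addition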;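 further: peak minus trough fluorescence over baseline after final BAM8-22 challenge near maximal dose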
# RGS4 act: potentiators or activators of RGS4; 310,000 tested, 0.92% active; HEK293 M3R/inducible RGS4, carbachol calcium flux Fluo4; active compounds read low; AID 463111; B-score at 10 µM;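 active means B-score of the integrated calcium signal more than 4 SD below the library mean, with starting fluorescence not abnormally high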;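 further: negative B-score means reduced calcium response which marks RGS4 activation or potentiation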
#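 Assay system: Inducible-RGS4 HEK293 cells carrying M3 receptor | Schedule: Compound preincubation 20 min at room temperature before agonist | Signal: Kinetic calcium fluorescence imaging with Fluo4-AM dye, 2 µM | Read-out basis: B score from integrated fluorescence ratio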
# SKKanGAS inh: SKKanGAS growth inhibition; S. pyogenes SKKanGAS, kanamycin growth, BacTiter-Glo, 6 h; inhibition, % at 7.5 µM; 300,000 tested, 1.3% active; AID 1662;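 active means mean replicate score, as percent of positive control median, at least 50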;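 further: strain carries kanamycin resistance gene driven by streptokinase promoter and grows in 40 µg/ml kanamycin; loss of luminescence reflects streptokinase promoter inhibition or plain growth inhibition; 0% = median of DMSO wells and 100% = positive control at its reference dose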
# TRPC4 inh: inhibitors of mouse TRPC4 channel; Q9QUQ5; 300,000 tested, 0.39% active; B-score at 10 µM; AID 2247; HEK293 TRPC4beta/mu-opioid, DAMGO-evoked Fluo4 calcium flux; active compounds read low;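 active means B-score over 3 SD under the library average, no early fluorescence shift, positive overall ratio signal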
# Target sequence (Q9QUQ5 whole entry, looked up): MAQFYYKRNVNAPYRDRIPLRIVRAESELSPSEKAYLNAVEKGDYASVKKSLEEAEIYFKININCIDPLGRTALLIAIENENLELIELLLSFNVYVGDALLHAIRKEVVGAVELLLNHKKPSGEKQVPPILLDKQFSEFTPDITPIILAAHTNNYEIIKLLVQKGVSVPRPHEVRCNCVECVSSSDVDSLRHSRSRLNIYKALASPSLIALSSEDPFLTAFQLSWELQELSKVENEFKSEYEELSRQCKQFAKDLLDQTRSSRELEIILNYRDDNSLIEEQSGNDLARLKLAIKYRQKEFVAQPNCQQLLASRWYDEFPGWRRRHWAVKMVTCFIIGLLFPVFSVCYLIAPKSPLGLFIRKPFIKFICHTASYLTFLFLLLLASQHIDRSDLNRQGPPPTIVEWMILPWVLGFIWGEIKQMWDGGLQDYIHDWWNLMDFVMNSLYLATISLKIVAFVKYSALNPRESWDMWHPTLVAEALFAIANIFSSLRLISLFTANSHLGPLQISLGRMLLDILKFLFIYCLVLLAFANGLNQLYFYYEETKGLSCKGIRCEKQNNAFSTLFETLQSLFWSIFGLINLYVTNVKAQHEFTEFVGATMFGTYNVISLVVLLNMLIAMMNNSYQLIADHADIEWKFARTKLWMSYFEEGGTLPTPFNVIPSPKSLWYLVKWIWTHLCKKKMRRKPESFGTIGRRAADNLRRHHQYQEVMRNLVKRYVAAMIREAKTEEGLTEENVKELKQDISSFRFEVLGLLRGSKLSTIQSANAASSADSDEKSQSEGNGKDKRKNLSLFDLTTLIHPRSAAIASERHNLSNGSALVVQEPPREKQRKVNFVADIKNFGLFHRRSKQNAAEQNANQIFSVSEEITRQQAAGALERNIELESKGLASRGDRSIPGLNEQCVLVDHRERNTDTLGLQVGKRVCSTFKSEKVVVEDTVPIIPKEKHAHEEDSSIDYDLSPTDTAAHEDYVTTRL
#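 Assay system: TRPC4beta/mu-opioid receptor HEK293 cell line; compound dosing: single concentration per test compound; detection: Fluo4 Ca2+ flux fluorescence; evaluation: per-well B score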
# MrgX1 agonist: human MrgX1 receptor agonism, primary screen; AID 588627; B-score at 10 µM; 310,000 tested, 0.44% active; MrgX1-HEK293 cells, Fluo-4 calcium fluorescence, agonist mode; active compounds read high;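 active means calcium response B-score plate-corrected fluorescence ratio at least 3 library SD, with starting fluorescence B-score inside 5 SD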
#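 System – MrgX1-expressing HEK293 cells · Incubation – cells plated overnight, dye loaded 0.5 h 37 °C, 0.5 h room temperature · Technique – kinetic Fluo-4 NW fluorescence of intracellular calcium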
# Platelet DG rel: modulates dense granule release in human platelets. human platelet-rich plasma, SFLLRN dense granule ATP release, luminescence. inhibition, %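 (compounds screened at 7.5 µM in platelet-rich plasma)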. 300,000 tested, 0.22% active;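 active means mean replicate score, as percent of positive control, at or above 50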
# TRPC6 activator: activates the mouse TRPC6 cation channel; Q61143; B-score at 10 µM; 310,000 tested, 0.13% active; AID 2550; HEK293-TRPC6 membrane potential dye fluorescence; active compounds read high;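 active means B-score of the integrated fluorescence ratio above library mean plus 3 SD, and starting fluorescence ratio within library mean plus 5 SD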;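 further: higher score means more depolarization so channel activation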
# TRPC6 inh: mouse TRPC6 channel inhibition; Q61143; 310,000 tested, 1.1% active; B-score at 10 µM; HEK293-TRPC6, membrane potential dye, ACh-evoked depolarization; active compounds read low;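 active means B-score under library mean minus 3 SD, initial fluorescence not abnormally high, positive integrated signal ratio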;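 further: B-score derived from integrated fluorescence ratio over the kinetic read; more negative B-score means stronger inhibition of depolarization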
# Starred values were filed as active, the others as inactive; i = inactive; . = no result given. The order is random, and some 6.1% of all compounds hit somewhere here.
# Sample of the layout, five compounds:
SMILES,MrgX1 allo act,HIF activator,RGS4 inh,MrgX1 antag,RGS4 act,SKKanGAS inh,TRPC4 inh,MrgX1 agonist,Platelet DG rel,TRPC6 activator,TRPC6 inh
COC(=O)c1ccc(/C=N/NC(=O)CC(=O)NCC(C)C)cc1,i,-0.2,i,i,i,5,i,i,-1,i,i
N#CCSc1ncnc2c1cnn2CCO,i,-0.2,i,i,i,6,i,i,9,i,i
Clc1ccc(Cl)c2sc(N3CCCC3)nc12,i,-0.1,i,i,i,-6,i,i,-1,i,i
Cc1nnc2ccc(-c3ccc(NS(C)(=O)=O)cc3)nn12,i,-0.4,i,i,i,-4,i,i,-12,i,i
COc1cccc(/C=N/NC(=O)CCNc2n[nH]c(=O)[nH]c2=O)c1OC,i,0.2,i,i,i,-1,i,i,5,i,i

# The whole of this part, previewed entries included:
SMILES,MrgX1 allo act,HIF activator,RGS4 inh,MrgX1 antag,RGS4 act,SKKanGAS inh,TRPC4 inh,MrgX1 agonist,Platelet DG rel,TRPC6 activator,TRPC6 inh
COC(=O)c1ccc(/C=N/NC(=O)CC(=O)NCC(C)C)cc1,i,-0.2,i,i,i,5,i,i,-1,i,i
N#CCSc1ncnc2c1cnn2CCO,i,-0.2,i,i,i,6,i,i,9,i,i
Clc1ccc(Cl)c2sc(N3CCCC3)nc12,i,-0.1,i,i,i,-6,i,i,-1,i,i
Cc1nnc2ccc(-c3ccc(NS(C)(=O)=O)cc3)nn12,i,-0.4,i,i,i,-4,i,i,-12,i,i
COc1cccc(/C=N/NC(=O)CCNc2n[nH]c(=O)[nH]c2=O)c1OC,i,0.2,i,i,i,-1,i,i,5,i,i
Cc1cc(C)c(NC(=O)CSc2nc(=O)n3cc(C)ccc3n2)c(C)c1,i,0.2,i,i,i,-5,i,i,3,i,i
O=c1[nH]c(CN2CCN(S(=O)(=O)c3cccs3)CC2)nc2c(Br)cc(Br)cc12,i,-0.7,i,i,i,2,i,i,13,i,i
O=C(CN1C(=O)NC2(CCc3ccccc3C2)C1=O)Nc1ccc(Cl)cc1F (configuration not stated),i,-0.4,i,i,i,3,i,i,4,i,i
O=C(O)CCC(=O)NNc1ncnc2ccccc12,i,0.0,i,i,i,-17,i,i,-8,i,i
Cc1ccc(C(=O)N/C(=C\c2ccco2)C(=O)N2CCCCC2)cc1,i,0.2,i,i,i,0,i,i,17,i,i
COc1ccccc1CNC(=O)C(C)NS(=O)(=O)c1ccc(C)cc1 (configuration not stated),i,-0.4,i,i,i,0,i,i,4,i,i
Cc1nc(N2CCOCC2)[nH]c(=O)c1C,i,-0.7,i,i,i,-3,i,i,1,i,i
Clc1ccccc1C1Nc2cccc3cccc(c23)N1,i,-14,i,i,i,27,i,i,-13,i,i
C=C1CC2C(=O)N(Cc3ccccc3)C(C(=O)OCC)(C(=O)OCC)C1N2C(=O)OC(C)(C)C (configuration not stated),i,-0.2,i,i,i,0,i,i,4,i,i
COc1cc(C(=O)NC2Cc3ccccc3C2)ccc1OC1CCN(C(C)=O)CC1,i,0.2,i,i,i,0,i,i,-10,i,i
CC(C)N1CCN(Cc2cccn2-c2ccccn2)CC1CCO (configuration not stated),i,-0.2,i,i,i,0,i,i,1,i,i
O=C(NCCCn1ccnc1)c1csc2ccccc12,i,-0.5,i,i,i,-3,i,i,4,i,i
Cc1ccc(-n2c(Cc3cccn3C)nnc2SCC(=O)NCc2ccc3c(c2)OCO3)cc1,i,0.0,i,i,i,5,i,i,1,i,i
COC(=O)c1cc(C(=O)NCc2ccc3c(c2)OCO3)cc([N+](=O)[O-])c1,i,0.6,i,i,i,2,i,i,2,i,i
CSc1ccccc1OCc1cc(C(=O)NCCN2CCCC(O)C2)no1 (configuration not stated),i,0.0,i,i,i,11,i,i,1,i,i
O=C1CCCC2=C1C1(CCCC1)N=C(Nc1nc3ccccc3s1)N2,i,-0.2,i,i,i,14,i,i,3,i,i
Cc1ccc(-c2csc3ncnc(-n4nc(C)cc4N)c23)cc1,i,0.0,i,i,i,-2,i,i,-5,i,i
Oc1ccc(C(=S)N2CCN(Cc3ccccc3)CC2)cc1,i,-0.3,i,i,i,-4,i,i,1,i,i
O=C(COC(=O)c1ccccc1Oc1ccccc1)NCc1ccco1,i,2.5,i,i,i,7,i,i,-5,i,i
CC1Cn2c(nnc2-c2ccc(F)cc2)S1 (configuration not stated),i,0.0,i,i,i,-1,i,i,4,i,i

# (continued)
SMILES,MrgX1 allo act,HIF activator,RGS4 inh,MrgX1 antag,RGS4 act,SKKanGAS inh,TRPC4 inh,MrgX1 agonist,Platelet DG rel,TRPC6 activator,TRPC6 inh
O=C(Nc1ccc(N2CCOCC2)cc1)c1cccc(S(=O)(=O)N2CCCC2)c1,i,.,i,i,i,-5,i,i,3,i,i
COC(=O)c1sccc1NC(=O)CC1C(=O)NCCN1C(=O)Nc1cc(Cl)ccc1OC (configuration not stated),i,0.1,i,i,i,-4,i,i,-2,i,i
Oc1c(Br)cc(/C=N/n2c(-c3ccccc3)n[nH]c2=S)c(Br)c1O,i,0.1,i,i,i,3,i,i,0,i,i
c1ccc2c(c1)CCN(C1CCCCC1)C2,i,0.5,i,i,i,7,i,i,-3,i,i
CCC(C)(C)C1CCC(=NNc2nc3ccccc3[nH]2)CC1 (configuration not stated),i,4.1,i,i,i,32,i,i,7,i,i
CC(=O)N1c2ccc(S(=O)(=O)NCCC(=O)N(C)C3CCCCC3)cc2CC1C (configuration not stated),i,-0.1,i,i,i,-10,i,i,-5,i,i
Cc1ccc(S(=O)(=O)Nc2ccc(N3CCOCC3)cc2)cc1,i,0.1,i,i,i,-10,i,i,-4,i,i
Cc1cccc(NC(=O)C[n+]2ccccc2)c1,i,0.9,i,i,i,-9,i,i,-3,i,i
CCCCCn1c(=O)c(C(=O)OCC)c(O)c2ccccc21,i,-0.3,i,i,i,1,i,i,3,i,i
CCc1cccc(NC(=O)CCCn2c(=O)[nH]c3ccsc3c2=O)c1,i,-0.4,i,i,i,-1,i,i,-6,i,i
CN(CCO)S(=O)(=O)c1ccc2c(c1)C(=NN)c1cc(S(=O)(=O)N(C)CCO)ccc1-2,i,1.1,i,i,i,-1,i,i,25,i,i
Cc1[nH]c2ccccc2c1C(=O)CSC(=S)N(C)C1CCCCC1,i,1.4,i,i,i,-3,i,i,-27,i,i
CCCn1c(N2CCN(C(=O)/C=C/C(=O)O)CC2)nc2ccccc21,i,-1.2,i,i,i,-5,i,i,-3,i,i
CCn1c(SCC(=O)Nc2c(C)n(C)n(-c3ccccc3)c2=O)nnc1-c1cccc(C)c1,i,-0.2,i,i,i,1,i,i,0,i,i
COc1ccc(OC)c(N(CC(=O)NCc2cccnc2)S(C)(=O)=O)c1,i,-0.4,i,i,i,3,i,i,12,i,i
COc1cccc(NC(=O)NNC(=O)CCc2ccc(O)c(O)c2)c1,i,-0.6,i,i,i,3,i,i,2,i,i
CCOc1ccc(Nc2nc3ccccc3n3nnnc23)cc1,i,3.0,i,i,i,5,i,i,-1,i,i
Nc1cc(=O)[nH]c(SCC(=O)c2ccc(O)cc2O)n1,i,1.0,i,i,i,0,i,i,21,i,i
CCCCCCCCNC(=O)C(CCC(=O)OCc1ccccc1)NC(C)=O (configuration not stated),i,-0.4,i,i,i,-4,i,i,1,i,i
NC(=O)c1nsc(C(=O)N(c2ccc(F)cc2)C(C(=O)NCC2CCCO2)c2c[nH]c3ccccc23)c1N (configuration not stated),i,0.0,i,i,i,-3,i,i,-4,i,i
C/C(N)=C(/C#N)C(=O)CSc1nc2cc(Cl)ccc2c(=O)n1-c1ccc(C)cc1,i,0.0,i,i,i,1,i,i,-11,i,i
Cc1cccc(S(=O)(=O)Nc2ccc3c(c2)OCCO3)c1,i,-0.3,i,i,i,-4,i,i,15,i,i
O=S1(=O)[C@H]2CC3O[C@]2(C[C@@H]3c2ccc(F)cc2)CN1Cc1ccc(Cl)cc1,i,-0.3,i,i,i,1,i,i,0,i,i
Cc1[nH]n(-c2ccc([N+](=O)[O-])cc2)c(=O)c1C=NCCN1CCN(C(=O)c2ccccc2)CC1,i,-0.8,i,i,i,28,i,i,0,i,i
O=C(CSCc1ccc(Cl)cc1)N/N=C/c1c(Cl)cccc1Cl,i,0.1,i,i,i,-6,i,i,-9,i,i

# Next part.
SMILES,MrgX1 allo act,HIF activator,RGS4 inh,MrgX1 antag,RGS4 act,SKKanGAS inh,TRPC4 inh,MrgX1 agonist,Platelet DG rel,TRPC6 activator,TRPC6 inh
Cc1csc(NC(=O)CCC(=O)c2cccs2)n1,i,-0.2,i,i,i,-2,i,i,-1,i,i
COc1cccc(/C=C/C(=O)OCC(=O)NCCc2ccccc2)c1,i,-0.3,i,i,i,-15,i,i,-5,i,i
CC(=O)Nc1ccc(S(=O)(=O)NCCC(=O)OCC(=O)c2ccc(Br)cc2)cc1,i,1.5,i,i,i,-3,i,i,11,i,i
Nc1c(N=Nc2cccc(Cl)c2)c(=O)[nH]n1-c1ccccc1,i,0.0,i,i,i,-11,i,i,-18,i,i
CC12CCC(=O)N1C(C(=O)NNC(=O)c1ccc(F)cc1)CS2 (configuration not stated),i,0.2,i,i,i,14,i,i,-5,i,i
COCCCNc1oc(/C=C/c2ccccc2)nc1C#N,i,3.4,i,i,i,-3,i,i,3,i,i
CCCC(=O)Nc1ccc(C(=O)O)cc1NC(=O)CCC,i,-0.5,i,i,i,1,i,i,0,i,i
Cc1cc(C)cc(N(CCC#N)C(=O)CN2C(=O)NC3(CCCC3)C2=O)c1,i,0.1,i,i,i,-2,i,i,5,i,i
CCn1cc(C(=O)NCCC(=O)NC(C)C)c(=O)c2cc3c(cc21)OCO3,i,0.9,i,i,i,-2,i,i,1,i,i
CN(C)CCN1CC(C(=O)O)CC1=O (configuration not stated),i,-0.2,i,i,i,4,i,i,33,i,i
O=C(CN1C(=O)C2CCCCC2C1=O)N1CCN(c2ccccc2)CC1 (configuration not stated),i,0.1,i,i,i,1,i,i,0,i,i
CC1Cc2cc(S(=O)(=O)N3CCC(C(=O)N4CCCCC4)CC3)ccc2N1C(=O)C1CC1 (configuration not stated),i,-0.4,i,i,i,-4,i,i,7,i,i
O=C(COC(=O)c1ccc(Cl)cc1O)Nc1cccnc1Cl,i,0.0,i,i,i,0,i,i,-5,i,i

# Assay outcomes as filed in PubChem.
